# Assay outcomes: PubChem, several laboratories
# TLR9-MyD88 block: TLR9-MyD88 interaction inhibition. Q9NR96+Q99836. CHO BLA complementation TLR9-MyD88, CCF4 FRET ratio. inhibition, % at 4.98 µM. 340,000 compounds, 0.21% hits. AID 504734;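 active = inhibition above the mean over all tested compounds plus 3 SD, cut at about 21% in these data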;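 note: 0% = DMSO only wells and 100% = clavulanate BLA inhibitor control wells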
# aDG glyco up: alpha-DG glycosylation activation; Pro5-aDG cells, alpha-DG glycosylation AlphaScreen (IIH6); 0% Pro5, 100% B10-LARGE cell signal; activation, % at 10 µM; 360,000 compounds, 0.22% hits;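 active = activation of at least 8% versus controls, or a plate z-score of at least 8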;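 note: Pro5 are CHO cells carrying HIG-tagged alpha-DG that lacks glycosylation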
# MC4R ag barr: activates human MC4R beta-arrestin recruitment. P32245. U2OS MC4R beta-arrestin complementation, luminescence; percent of melanotan II response, DMSO zero. activation, % at 8.9 µM. 360,000 compounds, 0.98% hits. AID 540308;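 active = activation above a per-plate cutoff, the mean activation of sample wells on that plate plus 3 SD, cut at about 8% in these data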
# MC4R antagonist: antagonists of human melanocortin 4 receptor (MC4R); P32245; MC4R-expressing cells, MTII-stimulated cAMP, LANCE TR-FRET; inhibition, % at 6.5 µM; 360,000 compounds, 0.48% hits;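 active = inhibition above its plate's cutoff, the mean of tested wells on that plate plus 3 SD, cut at about 29% in these data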;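 note: 0% = Melanotan II alone and 100% = Melanotan II plus saturating MCL0020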
#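 system = U2OS cells with stable human MC4R expression | also added = Melanotan II challenge after compound preincubation | dosing = one concentration, 6.5 µM nominal | incubation = compound 30 min, challenge 1 h, detection 1 h | measured by = TR-FRET with Eu-cAMP and labeled anti-cAMP, 671 nm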
# Exocytosis inh: lytic granule exocytosis inhibition; TALL-104 LAMP-1 surface exposure, flow cytometry; cells stimulated with thapsigargin and PMA; inhibition, % at 10 µM; 360,000 compounds, 0.66% hits; AID 651702;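 active = inhibition above about 55%, limit read from the data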
# Glyco luc inh: N-linked glycosylation inhibition; D54 ERlucT glycosylation luciferase reporter, 24 h; percent of 100 nM tunicamycin response; reporter increase, % at 12.5 µM; 360,000 compounds, 0.23% hits; AID 588692;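 active = mean luciferase reporter signal, scaled so untreated is 0 and the glycosylation-blocking control 100, at or above a set limit in every replicate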;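 note: luciferase carries N-glycosylation sites so blocking glycosylation raises the light; 0% = median of neutral control wells and 100% = median of 100 nM tunicamycin wells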
# ABCB6 inh MLPCN: inhibitors of human ABC transporter ABCB6; Q9NP58; K562-ABCB6 porphyrin accumulation, flow cytometry, 1 h; stronger effect = lower value; fluorescence ratio to DMSO, % at 10 µM; 360,000 compounds, 0.19% hits; AID 602162;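 active = fluorescence ratio to DMSO below 75%, the collection mean minus 3 SD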;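 note: signal is porphyrin accumulated inside mitochondria; 100% equals median channel fluorescence of DMSO control wells; lower ratio means ABCB6 inhibition with less porphyrin fluorescence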
# NOD2 RIPK2 PPI: blocks binding of human NOD2 to RIPK2 | CHO BLA complementation NOD2-RIPK2, CCF4 ratio | O43353 | inhibition, % at 4.98 µM | 360,000 compounds, 0.38% hits | AID 624267; in the data active = inhibition above about 21%;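 note: 0% = vehicle only and 100% = reference blocker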
# Vif inh: blocks HIV Vif function; 340,000 compounds, 0.35% hits; inhibition, % at 7.49 µM; HEK293T cells, Vif self-association by quenched fluorescence, imaging, 24 h; in the data active = inhibition above about 50%, passing the limit was not always enough; note: some results filed as inactive read as strong as hits
# ABHD5 PLIN5 PPI: inhibitors of human ABHD5-perilipin-5 interaction; Q00G26+Q8WTS1; Split G. princeps luciferase complementation, luminescence, 4 h; inhibition, % at 4 µM; 360,000 compounds, 0.78% hits;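 active = inhibition above the mean inhibition across every tested compound plus 3 SD, cut at about 22% in these data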;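 note: 0% = DMSO only wells and the 100% control is not disclosed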
# Target sequence (Q00G26 whole entry, looked up): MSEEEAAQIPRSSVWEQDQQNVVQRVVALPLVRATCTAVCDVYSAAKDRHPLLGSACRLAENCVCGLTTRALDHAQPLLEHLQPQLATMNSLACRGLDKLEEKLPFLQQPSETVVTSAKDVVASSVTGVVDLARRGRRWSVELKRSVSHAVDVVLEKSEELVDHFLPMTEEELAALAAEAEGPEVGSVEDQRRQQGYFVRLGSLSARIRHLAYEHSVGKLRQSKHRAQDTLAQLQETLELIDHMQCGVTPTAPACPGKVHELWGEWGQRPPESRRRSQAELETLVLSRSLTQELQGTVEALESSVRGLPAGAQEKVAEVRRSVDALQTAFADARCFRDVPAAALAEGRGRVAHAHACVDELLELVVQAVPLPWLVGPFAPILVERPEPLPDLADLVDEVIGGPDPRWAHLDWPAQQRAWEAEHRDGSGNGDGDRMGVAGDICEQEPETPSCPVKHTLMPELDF
# Target sequence (Q8WTS1 whole entry, looked up): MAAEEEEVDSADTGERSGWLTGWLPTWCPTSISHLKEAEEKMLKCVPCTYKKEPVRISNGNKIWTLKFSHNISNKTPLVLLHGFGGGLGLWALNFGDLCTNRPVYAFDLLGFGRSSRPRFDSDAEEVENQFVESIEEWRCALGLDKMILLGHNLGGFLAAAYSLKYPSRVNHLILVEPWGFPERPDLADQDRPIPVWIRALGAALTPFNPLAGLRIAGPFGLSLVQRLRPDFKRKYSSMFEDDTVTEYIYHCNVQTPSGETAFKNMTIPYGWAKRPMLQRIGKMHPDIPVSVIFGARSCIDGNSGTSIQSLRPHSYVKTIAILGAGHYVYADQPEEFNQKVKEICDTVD
# * marks the source's active call; other numbers are inactive results; nt = no result given. Some of the compounds tested, so the mix of outcomes need not match the whole.
SMILES,TLR9-MyD88 block,aDG glyco up,MC4R ag barr,MC4R antagonist,Exocytosis inh,Glyco luc inh,ABCB6 inh MLPCN,NOD2 RIPK2 PPI,Vif inh,ABHD5 PLIN5 PPI
Cc1nc(CN2CCN(C(=O)NC3(c4ccccc4)CC3)CC2)cs1,-3.0,0.1,-1.2,13.6,-1.3,-5.3,92.0,-2.8,12.9,-0.3
COc1ccc(C(=O)Nc2nc(N)n(-c3ccccc3)n2)cc1,5.8,-0.2,-0.7,8.3,-0.8,-0.3,92.0,7.9,3.3,-3.0
O=C(NC(=S)Nc1ccc(F)cc1)c1ccc2c(c1)OCCO2,-6.0,-0.4,1.5,-9.2,4.4,-9.8,99.0,-3.7,-2.8,6.5
COC(=O)CN1CCN(C(=O)c2ccc(F)cc2)c2ccccc2C1,-3.9,-0.1,1.0,12.9,1.0,-2.7,99.0,2.1,11.2,4.7
O=c1[nH]cnc2c1ncn2[C@@H]1O[C@H](CO)[C@@H](O)[C@H]1O,-5.0,0.0,-0.3,8.7,-1.8,0.4,102.0,-8.4,3.3,-10.0
COCCN(C(=O)COC(=O)CCCc1c[nH]c2ccccc12)c1c(N)n(Cc2ccccc2)c(=O)[nH]c1=O,-3.6,0.0,-1.2,3.2,-4.2,1.7,98.0,2.5,-9.2,4.3
COc1ccc(NC(=S)N2CCN(S(=O)(=O)c3ccc(OC)cc3)CC2)cc1,-21.6,0.2,0.0,26.0,16.8,-1.0,100.0,-4.8,0.2,5.5
Nc1nnc(CCS(=O)(=O)c2ccc(Br)cc2)s1,12.6,-0.3,-4.2,1.5,-2.7,2.5,100.0,-1.6,1.6,-0.9
Cn1c(=S)[nH]c(=O)c2ncc(=O)[nH]c21,0.6,0.0,-2.4,-5.9,-1.0,1.1,111.0,-8.1,2.3,-4.9
COc1ccc(C2Nc3ccccc3NC3=C2C(=O)CC(C)(C)C3)cc1 (configuration not stated),8.6,0.1,0.2,10.3,1.0,1.8,94.0,-3.7,nt,-1.5
Cc1c2ccccc2c(C)c2c1ccc1ccccc12,-7.4,0.6,-1.5,9.8,-0.4,-1.2,101.0,-21.7,-3.6,-10.2
C/C(N)=C(/C#N)C(=O)CSc1nc2ccccc2c(=O)n1CCCOC(C)C,2.8,-0.4,-2.5,19.5,-1.7,3.4,98.0,-3.6,16.2,0.0
O=C(CC(NC(=O)OCc1ccccc1)C(=O)OCc1ccccc1)OCc1ccccc1 (configuration not stated),-11.1,0.0,4.4,-5.3,4.2,1.8,93.0,4.2,-1.2,2.0
Cc1cc(=O)[nH]c(SCC(=O)c2ccc(C(C)C)cc2)n1,-8.5,-0.2,0.2,9.7,-3.2,0.6,106.0,-0.2,5.9,-5.4
O=C(CN=C1NS(=O)(=O)c2ccccc21)OCC(=O)c1ccccc1,-2.3,0.0,-1.8,3.2,-2.3,0.6,94.0,0.1,-2.3,-2.5

# As a short view, part of the list above:
SMILES,TLR9-MyD88 block,aDG glyco up,MC4R ag barr,MC4R antagonist,Exocytosis inh,Glyco luc inh,ABCB6 inh MLPCN,NOD2 RIPK2 PPI,Vif inh,ABHD5 PLIN5 PPI
COc1ccc(C(=O)Nc2nc(N)n(-c3ccccc3)n2)cc1,5.8,-0.2,-0.7,8.3,-0.8,-0.3,92.0,7.9,3.3,-3.0
O=C(NC(=S)Nc1ccc(F)cc1)c1ccc2c(c1)OCCO2,-6.0,-0.4,1.5,-9.2,4.4,-9.8,99.0,-3.7,-2.8,6.5

# Going on with the list.
SMILES,TLR9-MyD88 block,aDG glyco up,MC4R ag barr,MC4R antagonist,Exocytosis inh,Glyco luc inh,ABCB6 inh MLPCN,NOD2 RIPK2 PPI,Vif inh,ABHD5 PLIN5 PPI
CC1(C)SCC2C(=O)N3C(CSC3(C)C)C(=O)N21 (configuration not stated),7.5,-0.3,-0.7,-3.9,7.7,1.5,101.0,-3.2,-2.1,0.7
O=C(CNC(=O)c1ccco1)NCC(=O)OCc1c(F)cccc1Cl,5.6,0.8,-1.0,0.7,0.4,2.1,98.0,-3.9,-3.7,-6.2
COC(=O)c1cc(S(=O)(=O)N2CCCCC2)c[nH]1,-10.6,-0.1,1.1,-2.1,-1.2,0.9,96.0,-3.2,-10.7,2.6
CNC(=O)c1c(NC(=O)c2ccc(N3C(=O)CCC3=O)cc2)sc2c1CCC(C)C2 (configuration not stated),-5.5,0.2,-2.3,12.4,3.3,0.8,102.0,0.3,0.7,10.3
O=C(CCCCCCCC(=O)NNC(=O)Nc1ccccc1)NNC(=O)Nc1ccccc1,-0.3,-0.2,2.6,-8.1,-2.3,1.1,99.0,3.3,0.5,6.8
O=C(c1ccc2c(c1)OCO2)N1CCOCC1,1.7,-0.3,-1.4,13.4,-3.6,-0.9,95.0,-7.5,nt,0.0
CCCCS(=O)(=O)Nc1ccc(C)cn1,-6.8,-0.1,-1.5,11.1,-2.1,1.7,96.0,1.0,-1.9,-7.0
O=C(NCCc1nnc2ccc(NCc3cccnc3)nn12)c1ccccc1F,-4.0,0.1,2.6,9.3,-1.7,-0.1,93.0,7.9,-15.4,0.6

# Among those listed so far, eight contain a carbonyl joined to an NH by a bond outside any ring:
SMILES,TLR9-MyD88 block,aDG glyco up,MC4R ag barr,MC4R antagonist,Exocytosis inh,Glyco luc inh,ABCB6 inh MLPCN,NOD2 RIPK2 PPI,Vif inh,ABHD5 PLIN5 PPI
Cc1nc(CN2CCN(C(=O)NC3(c4ccccc4)CC3)CC2)cs1,-3.0,0.1,-1.2,13.6,-1.3,-5.3,92.0,-2.8,12.9,-0.3
COc1ccc(C(=O)Nc2nc(N)n(-c3ccccc3)n2)cc1,5.8,-0.2,-0.7,8.3,-0.8,-0.3,92.0,7.9,3.3,-3.0
O=C(NC(=S)Nc1ccc(F)cc1)c1ccc2c(c1)OCCO2,-6.0,-0.4,1.5,-9.2,4.4,-9.8,99.0,-3.7,-2.8,6.5
O=C(CC(NC(=O)OCc1ccccc1)C(=O)OCc1ccccc1)OCc1ccccc1 (configuration not stated),-11.1,0.0,4.4,-5.3,4.2,1.8,93.0,4.2,-1.2,2.0
O=C(CNC(=O)c1ccco1)NCC(=O)OCc1c(F)cccc1Cl,5.6,0.8,-1.0,0.7,0.4,2.1,98.0,-3.9,-3.7,-6.2
CNC(=O)c1c(NC(=O)c2ccc(N3C(=O)CCC3=O)cc2)sc2c1CCC(C)C2 (configuration not stated),-5.5,0.2,-2.3,12.4,3.3,0.8,102.0,0.3,0.7,10.3
O=C(CCCCCCCC(=O)NNC(=O)Nc1ccccc1)NNC(=O)Nc1ccccc1,-0.3,-0.2,2.6,-8.1,-2.3,1.1,99.0,3.3,0.5,6.8
O=C(NCCc1nnc2ccc(NCc3cccnc3)nn12)c1ccccc1F,-4.0,0.1,2.6,9.3,-1.7,-0.1,93.0,7.9,-15.4,0.6
